# Screening results as filed in PubChem.
# ARFGAP1 inhibitor = inhibitors of rat ARFGAP1 GAP activity, primary screen, biochemical, fluorescence polarization, GDP tracer. actives 0.26% (n = 360,000). ADP-ribosylation factor GTPase-activating protein 1 (Rattus norvegicus), Q62848. AID 651572, 2012. Arfgap1-stimulated ARF1 GTP hydrolysis, GDP FP detection. inhibition, % at 16.5 µM;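 active = inhibition above a per-plate limit, mean inhibition of low control wells plus 3 SD, cut at about 25% in these data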;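 note: 0% = DMSO wells with enzyme and 100% = wells lacking Arfgap1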
# Target sequence (Q62848 1-136 limits assumed): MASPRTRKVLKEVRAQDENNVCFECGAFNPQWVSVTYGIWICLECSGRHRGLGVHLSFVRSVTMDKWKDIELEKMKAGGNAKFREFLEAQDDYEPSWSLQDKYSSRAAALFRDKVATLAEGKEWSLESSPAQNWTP
#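 System: truncated rat Arfgap1 GAP domain / Medium: HEPES-based buffer, pH 7.5 / Also added: N-terminally truncated human ARF1-GTP substrate / Incubation: enzyme reaction 120 min at 25 °C after 20 min preincubation / Measured by: FP of antibody-bound GDP Alexa 633 tracer, ex 620/em 688 nm / Replicates: singlicate, each compound tested once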
# PLCg1 inh = PLC-gamma1 enzyme inhibitors, primary screen, biochemical, fluorescence, purified enzyme | fluorogenic substrate | inhibition, % at 12.2 µM | actives 0.84% (n = 370,000) | AID 720700, 2013; in the data active = inhibition above about 9.5%
# TDP2 absorb = human TDP2 enzyme inhibitors, primary screen, biochemical, epi absorbance, recombinant enzyme. T5PNP hydrolysis, p-nitrophenol absorbance 415 nm. Tyrosyl-DNA phosphodiesterase 2 (Homo sapiens), O95551. inhibition, % at 12.8 µM. actives 0.34% (n = 370,000). AID 720702, 2013;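 active = inhibition above the mean of all tested compounds plus 3 SD, set per campaign, cut at about 25% in these data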;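 note: 0% = DMSO with enzyme and 100% = buffer with substrate but no TDP2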
# Target sequence (O95551 whole entry, looked up): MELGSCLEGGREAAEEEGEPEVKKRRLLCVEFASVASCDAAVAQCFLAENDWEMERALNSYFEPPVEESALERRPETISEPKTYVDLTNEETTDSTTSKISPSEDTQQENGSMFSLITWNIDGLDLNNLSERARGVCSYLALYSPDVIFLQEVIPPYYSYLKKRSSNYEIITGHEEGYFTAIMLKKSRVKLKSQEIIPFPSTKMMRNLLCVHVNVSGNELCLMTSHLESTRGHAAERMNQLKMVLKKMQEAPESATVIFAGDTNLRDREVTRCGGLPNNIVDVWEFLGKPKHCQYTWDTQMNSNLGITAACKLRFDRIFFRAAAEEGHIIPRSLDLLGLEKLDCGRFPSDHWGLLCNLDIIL
#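 test system = human TDP2 enzyme | input = TDP2 enzyme at 120 nM final | medium = 50 mM Tris-HCl pH 7.5 with Mg2+, KCl, DTT, BSA | also added = T5PNP substrate, 5 mM | times = 2 h at 37 °C | technique = epi absorbance | benchmarks = high control without enzyme, low control DMSO plus TDP2 | replication = each compound tested once, singlicate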
# proKLK7 act = proKLK7 zymogen activators, primary screen, biochemical, fluorescence intensity; Kallikrein-7 (Homo sapiens), P49862; actives 0.9% (n = 370,000); purified proKLK7, EDANS-DABCYL substrate fluorescence; 100% is mature enzyme control, 0% vehicle; AID 652039, 2013; activation, % at 7 µM;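 active = activation above the mean of all tested compounds plus 3 SD, computed per campaign excluding outliers beyond control limits, cut at about 13% in these data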
# Tn6 DDE FP = inhibitors of Tn6 peptide binding to fibrin DD(E), primary screen, biochemical, fluorescence polarization, human fibrin, Tn6 probe; Fibrinogen beta chain (Homo sapiens), P02675; Fibrin DD(E) TRITC-Tn6 fluorescence polarization displacement; inhibition, % at 8.3 µM; actives 0.21% (n = 370,000); AID 720509, 2013;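 active = inhibition above a per-campaign cutoff: mean of compounds within control limits plus 3 SD, cut at about 15% in these data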;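 note: 0% = median of all compound wells on the plate and 100% = blocking peptide control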
# Target sequence (P02675 whole entry, looked up): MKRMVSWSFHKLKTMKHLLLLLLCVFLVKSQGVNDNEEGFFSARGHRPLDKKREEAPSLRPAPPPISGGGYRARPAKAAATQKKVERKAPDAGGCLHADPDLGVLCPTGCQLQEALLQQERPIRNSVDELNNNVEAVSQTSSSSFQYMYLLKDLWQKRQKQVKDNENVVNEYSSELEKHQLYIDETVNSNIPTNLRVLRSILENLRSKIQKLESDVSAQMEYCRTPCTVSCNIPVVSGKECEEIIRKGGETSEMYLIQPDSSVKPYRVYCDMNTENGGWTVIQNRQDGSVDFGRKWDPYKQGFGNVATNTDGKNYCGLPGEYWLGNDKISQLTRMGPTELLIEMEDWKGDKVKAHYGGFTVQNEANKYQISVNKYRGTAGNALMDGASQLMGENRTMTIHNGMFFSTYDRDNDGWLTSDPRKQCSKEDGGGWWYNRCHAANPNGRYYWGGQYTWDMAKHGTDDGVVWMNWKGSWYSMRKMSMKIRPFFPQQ
# ASAP1 GAP inh = inhibitors of human ASAP1 ArfGAP activity, primary screen, biochemical, fluorescence polarization; Arf-GAP with SH3 domain, ANK repeat and PH domain-containing protein 1 (Homo sapiens), …; ASAP1-stimulated ARF1 GTP hydrolysis, GDP FP detection; inhibition, % at 16.5 µM; actives 0.19% (n = 360,000); in the data active = inhibition above about 25%;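 note: 0% = vehicle with enzyme and substrate and 100% = no enzyme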
# LEDGF integ inh = blockers of LEDGF/p75-dependent integrase strand transfer – biochemical, TR-FRET, high throughput, primary screen. TR-FRET IN-LEDGF/p75 DNA integration, Eu/Cy5. actives 0.64% (n = 370,000). HIV-1 integrase (with human LEDGF/p75). inhibition, % at 3.7 µM;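 active = inhibition above the screen-wide mean plus 3 SD, cut at about 13% in these data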;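 note: signal is the Cy5 over europium emission ratio at 671 and 618 nm; 0% = plate median of compound wells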
# ADAM17 inh = ADAM17 inhibitors, primary screen, biochemical, QFRET | recombinant ADAM17, EDANS/DABCYL FRET peptide cleavage | inhibition, % at 6.95 µM | actives 0.83% (n = 370,000) | AID 720648, 2013;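 active = inhibition above the mean of compounds lying between control limits plus 3 SD, set per campaign, cut at about 8.5% in these data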;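 note: 0% = DMSO-only wells as the low control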
# DDE Tn7 FP inh = inhibitors of Tn7 peptide binding to fibrin DD(E), primary screen, biochemical, fluorescence polarization, human fibrin, Tn7 probe. Fibrinogen beta chain (Homo sapiens), P02675. FP displacement of FITC-Tn7 peptide from fibrin DD(E); 0% = median of compound wells per plate. inhibition, % at 8.3 µM. actives 0.13% (n = 370,000). AID 720508, 2013;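 active = inhibition above the mean of compounds falling within the control limits plus 3 SD of them, cut at about 14% in these data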;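 note: 0% = plate median of compound wells and 100% = 10 µM Aha-Tn7 peptide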
#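 System: human fibrin DD(E); quantity: Fibrin-DD(E) at 2 µM final; also added: fluorescent Tn7 probe at 0.1 µM; compound dosing: single nominal test concentration of 8.3 µM per compound; schedule: 10 min preincubation, 3 h with tracer, room temperature; detection: fluorescence polarization of the labelled Tn7 tracer; repeats: one replicate per compound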
# ADAM10 inh = human ADAM10 inhibitors, primary screen, biochemical, QFRET, HTS | actives 0.62% (n = 370,000) | recombinant ADAM10, EDANS/DABCYL FRET peptide cleavage, 3 h | Disintegrin and metalloproteinase domain-containing protein 10 (Homo sapiens), O14672 | inhibition, % at 7 µM;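 active = inhibition above a per-campaign cutoff equal to the mean of compounds falling between control-based bounds plus 3 SD, cut at about 20% in these data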;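 note: 0% = DMSO wells while the 100% control is not disclosed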
# * marks the source's active call; other numbers are inactive results.
SMILES,ARFGAP1 inhibitor,PLCg1 inh,TDP2 absorb,proKLK7 act,Tn6 DDE FP,ASAP1 GAP inh,LEDGF integ inh,ADAM17 inh,DDE Tn7 FP inh,ADAM10 inh
CNC(=S)NCCc1ccccc1,7,0,-4,0.1,7,-14,-4,2,5,-4
CN(CC(=O)Nc1ccccc1Cl)C(=O)c1cc(-c2cccs2)nn1-c1ccccc1,0,-1,0,0.4,2,-9,2,-2,-5,-6
CCOc1ccc(-c2c(C(=O)N/N=C(\C)c3cccnc3)nnn2-c2nonc2N)cc1,14,-3,-7,-2.2,0,2,-2,3,2,-3
O=C(N/N=C\c1cccs1)c1sccc1-n1cccc1,-10,-3,-6,-0.3,7,3,-3,4,-5,4
Cc1ccc2c(CC(=O)NNC(=O)c3ccncc3)coc2c1,0,0,-9,-0.4,5,8,4,-3,-5,2
CC(=O)Nc1cccc(NC(=O)c2ccco2)c1,-2,-2,2,-0.2,3,-4,-2,-2,8,-2
COc1cc(C(=O)Nc2cc(C)c(OCC(=O)N3CCOCC3)c(C)c2)cc(OC)c1OC,-3,8,-14,0.0,1,-14,1,3,3,10
Cc1nn(-c2ccccc2)c(N2CCCC2)c1/C=N/NC(=O)c1cccc(S(=O)(=O)Nc2ccc(Cl)cc2)c1,-3,-78,-9,-4.9,2,8,0,1,11,-6
CCOC(=O)C1CCCN(c2c(NCCCN(C)c3ccccc3)c(=O)c2=O)C1 (configuration not stated),1,0,1,0.5,2,18,3,1,-5,-6
CCOC(=O)C(=CNc1ccc(O)c(C(=O)OC)c1)C(=O)OCC,3,-56,3,4.1,5,-2,1,-11,-1,-30
COc1cc(OC)cc(C(=O)NNC(=S)Nc2ccccc2OC)c1,-7,-4,-8,1.3,4,5,-6,3,0,5
O=C(Nc1nccc(-c2cccs2)n1)c1cccs1,-9,5,9,-0.1,1,7,1,-2,7,0
O=C(NCc1ccco1)C1CC(c2ccc(C(F)(F)F)cc2)=NO1 (configuration not stated),3,5,3,0.5,-5,-3,4,2,-8,3
CN1CCN(c2nc(NCCOC34CC5CC(CC(C5)C3)C4)nc(OCC(F)(F)F)n2)CC1,6,1,-12,0.3,3,-2,-3,-3,3,7
CC(C)(C)CN1C(=O)C(=O)NC[C@@H]1Cc1ccc(O)cc1,-2,3,0,0.1,-5,1,-1,-3,-1,1
Cc1ccc(CNCC(O)(c2ccccc2)c2ccccc2)cc1,-1,10*,-17,0.1,2,-13,7,7,-7,0
COc1ccc(-c2cc(NC=O)c3ncc(-c4ccccc4)n3c2)cc1OC,16,-49,4,-0.3,-2,17,1,-7,-4,-32
O=C1CC(c2ccc(F)cc2)CC2=C1C(c1ccc([N+](=O)[O-])o1)Nc1ccccc1N2 (configuration not stated),7,4,-3,0.4,-2,7,-3,-2,-2,-3
COc1ccc(CN2CC(C(=O)NC3CCCCC3)CC2=O)cc1 (configuration not stated),-1,0,2,-0.3,-1,-2,-2,-1,-4,-1
COc1ccc(-c2nc3n(c(=O)c2C#N)CCCS3)cc1,-9,-128,-2,3.5,-7,-7,-1,-39,-7,-113
C=CCc1cccc(CNc2c(C)cc(C)cc2C)c1O,11,1,5,0.0,-3,-1,-1,-1,-6,-6
Cc1cc(C)c(S(=O)(=O)c2ccc(F)cc2)c(C)c1,-6,8,-9,0.5,-1,-14,-1,-2,5,2
CCOc1ccc(NC(=O)CN(C)C(=O)C2(c3ccccc3)CC2)cc1OCC,9,-2,8,0.1,-6,1,-2,0,4,-9
COc1cccc(-c2cc(C(=O)Nc3ccn(Cc4ccc(C)cc4)n3)no2)c1,15,-2,-2,-0.1,-3,-5,-6,-5,-4,-9
CC1(c2ccccc2)NC(=O)N(CC(=O)NCc2cccc(Cl)c2)C1=O (configuration not stated),-18,5,-22,-0.5,-12,-19,3,7,-5,9
O=C(Cn1nc(-c2ccc(Cl)cc2)c2ccccc2c1=O)NCC1CCCO1 (configuration not stated),-3,4,-16,0.2,-3,1,1,-3,-1,-4
CCC(=O)NC(Nc1sc2c(c1C(=O)OC)CCCC2)(C(F)(F)F)C(F)(F)F,-6,0,-5,0.3,3,-1,-3,-1,-3,0
Cc1nn(-c2ccccc2)nc1C(=O)OCC(=O)N1CCCCC1C (configuration not stated),5,1,-6,-0.6,6,4,1,-3,-4,-11
O=C(CSc1nc2scc(-c3ccccc3)c2c(=O)[nH]1)Nc1ccccc1,-5,-3,14,0.6,3,4,-3,0,1,0
CCOC(=O)[C@]12CCCC=C1N(Cc1cccc3ccccc13)C(=O)[C@H](CC(=O)NCC1CCCCC1)C2,4,5,-3,-0.7,14,-11,0,2,-1,-1
Cc1ccccc1CC(=O)N1CCCc2ccccc21,-10,-6,-12,0.8,-2,-13,-2,0,6,0
Cc1cc(C)c(C)c(S(=O)(=O)N2CCCCC2C(=O)O)c1C (configuration not stated),-1,0,1,0.9,6,-15,-7,-2,2,1
CCn1c2ccccc2c2cc(NC(=O)CN3CCCC3)ccc21,3,-2,-11,82*,1,14,-7,-4,5,-8
O=C1/C(=C\c2ccc(Cl)c(Cl)c2)CN(C(=O)CCN2CCOCC2)C/C1=C/c1ccc(Cl)c(Cl)c1,10,-2,-6,0.4,6,5,-3,3,4,9
O=C(NCC(c1cccs1)N1CCOCC1)c1cc2ccccc2oc1=O (configuration not stated),5,1,2,0.1,-2,-5,-3,-6,2,-20
O=C(N/N=C/c1ccoc1)c1ccc(Cl)cc1,-16,1,1,0.4,8,10,2,1,1,-40
CC(C)CNC(=O)c1nn(Cc2ccccc2)c(=O)c2ccccc12,8,-1,3,0.2,-3,-5,-3,-4,8,-1
CC1(C)N=C(N)NC(Nc2ccccc2)=N1,0,-2,-3,-0.4,-2,-3,-2,-4,1,-1
CC1=NN(C(N)=S)C(=O)C1N=Nc1c(C)cc(C)cc1C (configuration not stated),12,2,9,-0.5,6,13,1,0,-5,4
Cc1ccn2c(C(=O)c3ccc(Cl)cc3)cnc2c1,-6,-2,-4,-0.1,2,-13,3,5,-10,4
O=C(CCNC(=O)Cn1ccc2ccccc2c1=O)NCc1ccccn1,10,4,-4,-0.5,0,1,1,-12,0,-11
OCc1cccc(-c2csc(C(O)c3ccccc3)n2)c1 (configuration not stated),-6,2,-7,0.0,-6,9,2,-1,-2,0
CCN(CC)C(=O)Cn1cc(C(=O)C(=O)N2CCN(c3ccccc3)CC2)c2ccccc21,-4,5,-9,-0.1,-9,-5,3,3,3,-6
Cc1cc(C)cc(C(=O)OCC(=O)NC2CCCC2)c1,14,3,2,0.4,1,-10,-3,-3,8,4
Cc1cccc(-n2c(SCc3cc(=O)n4ccsc4n3)nc3ccccc3c2=O)c1,10,-5,0,-0.4,3,-2,-3,-6,-1,-6
O=C(NCC1CCN(C(=O)c2cccc([N+](=O)[O-])c2)CC1)c1cccc([N+](=O)[O-])c1,-1,-4,-9,0.0,5,-14,-3,1,1,5
COc1cc(C(C)=O)cc(OC)c1O,2,-1,1,-0.1,0,5,3,-4,5,-16
Cc1cc(S(=O)(=O)N2CCN(c3ccccc3F)CC2)ccc1-n1cnnn1,-5,-2,3,0.6,-1,7,-2,-2,1,4
O=C(CSc1nc2ccccc2o1)NC(=O)NCc1ccco1,-1,4,-6,0.5,2,5,1,0,3,1
O=C(CCC(=O)c1ccccc1)Nc1ccccc1,7,8,-9,-0.7,-12,7,14*,1,-4,2
O=C(Cc1ccccc1)c1c[nH]c(C(=O)NCCCn2ccnc2)c1,1,0,-3,-0.1,-4,5,0,-2,-1,-5
Nc1nonc1-n1nnc(C(=O)N/N=C/C=C/c2ccccc2)c1CSC1=NCCS1,-2,-8,-13,-3.1,-5,-2,-6,7,-4,-4
Nc1nc(-c2nc3ccccc3[nH]2)cs1,2,-2,8,-0.1,-11,-2,-3,-1,-10,-6
Cc1ccsc1C1CC(=O)NC2=C1C(=O)CC(C)(C)C2 (configuration not stated),-1,1,-5,-0.3,-1,2,-3,1,-15,6
Cc1cccn2c(=O)c(/C=N/O)c(N3CCCC3)nc12,11,-21,9,0.1,-3,2,-2,-4,-5,-8
CC(C)[C@H](NC(=O)C1CCN(C(=O)[C@@H]2CCCN2)CC1)C(=O)NCc1ccc(F)cc1,5,1,1,-0.1,1,3,-4,2,-2,-10
CCOC(=O)c1ccc(N2C(=O)c3n[nH]c(-c4ccco4)c3C2c2ccc([N+](=O)[O-])cc2)cc1 (configuration not stated),3,8,-5,-0.1,-5,4,0,7,-1,23*
COc1cc(C(=O)Nc2ccc3c(c2)CCCN3C(=O)c2ccco2)c([N+](=O)[O-])cc1OC,-7,4,3,0.2,6,-2,-1,-5,4,-2
Cc1cc(C(=O)Cn2nnc3ccccc3c2=O)c(C)n1-c1c(C)n(C)n(-c2ccccc2)c1=O,6,0,2,-0.2,1,9,-4,1,8,2
C/C=C/c1ccc(OCCCCOc2ccc(OC)cc2)c(OC)c1,15,9,-21,0.0,-9,2,2,8,0,12

# Looked up one by one from the entries so far, 3 records:
SMILES,ARFGAP1 inhibitor,PLCg1 inh,TDP2 absorb,proKLK7 act,Tn6 DDE FP,ASAP1 GAP inh,LEDGF integ inh,ADAM17 inh,DDE Tn7 FP inh,ADAM10 inh
CCOc1ccc(NC(=O)CN(C)C(=O)C2(c3ccccc3)CC2)cc1OCC,9,-2,8,0.1,-6,1,-2,0,4,-9
COc1cccc(-c2cc(C(=O)Nc3ccn(Cc4ccc(C)cc4)n3)no2)c1,15,-2,-2,-0.1,-3,-5,-6,-5,-4,-9
COc1ccc(-c2nc3n(c(=O)c2C#N)CCCS3)cc1,-9,-128,-2,3.5,-7,-7,-1,-39,-7,-113
